# High-throughput results: PubChem BioAssay, National Center for Advancing Translational Sciences (NCATS)
# Sm TGR inh = qHTS Assay for the Inhibitors of Schistosoma Mansoni Peroxiredoxins | purified TGR, DTNB reduction, TNB absorbance 405 nm | Potency, µM (top dose mostly 114 µM), without a hit: top-dose activity change, negative = inhibition, most hits filed as inhibitors | 3% of 360,000 active | AID 485364, 2010; active = well fitted inhibition curve with a large enough effect; inconclusive = small, poorly fitted or top-dose-only effect; inactive = no such curve, though single readings can be large or run the other way; note: nearly all actives have a fitted effect of over 60% in size
#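 Kinetic colorimetric format: TGR-catalysed, NADPH-driven DTNB reduction monitored via TNB absorbance. Enzyme dispensed at 20 nM; compound exposure 15 min at room temperature before reaction start.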
# Starred values were filed as active, the others as inactive; ? = inconclusive; [ ] = dose if it differs, or a comment. % is set by controls: 0 for no effect and ±100 for the full control effect; potency is the fitted concentration of half-maximal effect.
SMILES,Sm TGR inh
COc1cccc(N2CCN(C(=O)c3cnc4c(C)cccn4c3=O)CC2)c1,29.4%
Cc1ccc(CNC(=O)c2cc(=O)c3cc(C)cc(C)c3o2)cc1,-1.3%
COc1ccc(CC(=O)NCC(c2ccc(N(C)C)cc2)N2CCOCC2)cc1OC (stereo unspecified),-15.4%
Cc1ccc2c(c1)c1c(c(=O)n(-c3ccccc3C)c(=O)n1CC(=O)N1CCCC1)n2C,-4.4%
Cc1nc(N2CCCC2)ncc1C(=O)Nc1ccc(OC(F)(F)F)cc1,7.2%
COc1ccccc1NC(=O)CSc1nc2c(oc3ccccc32)c(=O)n1-c1ccccc1F,-11.6%
Cc1nn(CCCC(=O)Nc2cc(C(F)(F)F)ccc2Cl)c(=O)c2c1sc1ccccc12,5.0%
CCC(C(=O)N1CCN(c2cc(Cl)ccc2C)CC1)n1nc(C)c2sc3ccccc3c2c1=O (stereo unspecified),0.1%
Cc1ccc(S(=O)(=O)c2nnn3c2nc(NC(C)C)c2sccc23)cc1,-2.3%
CCOc1ccc(C2CC(=O)Nc3c2c(=O)nc(SCc2ccccc2C)n3C)cc1OC (stereo unspecified),-3.1%
CC(C)c1ccc(NC(=O)c2cc3c(=O)[nH]c4ccccc4c3n2C)cc1,7.6%
Cc1ccc(-n2nc(C(=O)Nc3ccc(C)c(F)c3)c3c4ccccc4n(C)c3c2=O)cc1,1.6%
Cc1ccc(C)c(NC(=O)N(C)CCc2c(C)nn(C)c2C)c1,2.0%
Cc1ccc(/C=C/c2nc3ccccc3n2S(=O)(=O)c2cccc(Cl)c2)cc1,6.8%
CCOC(=O)c1ccc(NC(=O)CCCc2nc(-c3cc(OC)c(OC)c(OC)c3)no2)cc1,-5.3%
COc1ccc(C2=C(N3CCN(c4cc(C)ccc4C)CC3)c3ccccc3C2=O)cc1,9.4%
CCc1nn(CC(=O)NCCCOC)c(=O)c2cc3occc3n12,-0.5%
COc1ccc(-c2c(C)c3ccc(O)c(CN4CCOCC4)c3oc2=O)cc1OC,-8.4%
O=C(CSCc1cnn(-c2ccccc2)c1-n1cccc1)Nc1ccc(F)cc1F,-8.5%
CC(C(=O)NCc1ccccc1F)n1ccc2cc(S(=O)(=O)N3CCCC3)ccc21 (stereo unspecified),5.0%

# Looked up above:
# Cc1ccc(/C=C/c2nc3ccccc3n2S(=O)(=O)c2cccc(Cl)c2)cc1 in Sm TGR inh → 6.8%
# CCOc1ccc(C2CC(=O)Nc3c2c(=O)nc(SCc2ccccc2C)n3C)cc1OC (stereo unspecified) in Sm TGR inh → -3.1%
# CCc1nn(CC(=O)NCCCOC)c(=O)c2cc3occc3n12 in Sm TGR inh → -0.5%
# CC(C(=O)NCc1ccccc1F)n1ccc2cc(S(=O)(=O)N3CCCC3)ccc21 (stereo unspecified) in Sm TGR inh → 5.0%
# O=C(CSCc1cnn(-c2ccccc2)c1-n1cccc1)Nc1ccc(F)cc1F in Sm TGR inh → -8.5%
# Cc1nn(CCCC(=O)Nc2cc(C(F)(F)F)ccc2Cl)c(=O)c2c1sc1ccccc12 in Sm TGR inh → 5.0%
# Cc1nc(N2CCCC2)ncc1C(=O)Nc1ccc(OC(F)(F)F)cc1 in Sm TGR inh → 7.2%

# Next part
SMILES,Sm TGR inh
COc1ccc(CCNC(=O)Cn2c(=O)n(-c3ccc(OC)c(OC)c3)c(=O)c3ccccc32)cc1OC,-0.8%
Cc1oc(-c2cccc(Cl)c2)nc1CS(=O)(=O)CC(=O)NCc1ccccc1Cl,?
CCc1ccc(S(=O)(=O)c2nnn3c2nc(N(C)Cc2ccccc2)c2cc(Cl)ccc23)cc1,10.8%
CCc1ccccc1NC(=O)CN(C)S(=O)(=O)c1cccc2nsnc12,-8.3%
COc1ccc(Nc2c3c(nc4ccccc24)CCC3)cc1Cl,14.3%
COc1ccc(-c2nc3sc(CCNC(=O)c4ccco4)c(C)n3n2)cc1,7.7%
CCOC(=O)c1c(NC(=O)C(C)Sc2cn(CCNC(=O)c3ccc(OC)cc3)c3ccccc23)sc2c1CCC2 (stereo unspecified),0.3%
CC1CCN(C(c2ccccc2)c2sc3nc(-c4ccco4)nn3c2O)CC1 (stereo unspecified),8.1%
O=c1c2oc3ccccc3c2n(Cc2cccc(Cl)c2)c(=O)n1Cc1ccco1,-10.1%
CCCc1ccc(OCC(=O)Nc2sc3c(c2C(=O)OCC)CCC(C(C)(C)C)C3)cc1 (stereo unspecified),-6.9%
COc1ccccc1N1CCN(S(=O)(=O)c2c(C)sc3ncn(CC(=O)N(C)c4ccc(Cl)cc4)c(=O)c23)CC1,8.5%
CCCN1CCc2nc(N3CCN(C)CC3)ncc2C1,-9.2%
CC(NC(=O)CCCn1c(=O)c2cccn2c2cccnc21)c1ccccc1 (stereo unspecified),5.5%
NC(=O)C1CCN(c2ncnc3c2cnn3-c2ccccc2)CC1,-2.1%
CCOC(=O)c1cccc(NS(=O)(=O)c2ccc(-c3cnc(C4CC4)o3)cc2)c1,4.4%
CCOc1ccccc1NC(=O)c1cc2ccc3cccnc3c2[nH]1,2.5%
CCOC(=O)Cn1c(=O)oc2cc(S(=O)(=O)Nc3cc(OC)cc(OC)c3)ccc21,5.7%
CCN(CC)S(=O)(=O)c1ccc2c(c1)c(=O)c(C(=O)N1CCN(c3cc(C)ccc3C)CC1)cn2C,-2.3%
COc1ccc(Cl)cc1NC(=O)c1sc2nc3c(cc2c1N)N1CCC3CC1,6.4%
CCOCCCNc1ncnc2c1cnn2-c1ccc(C)c(C)c1,11.4%

# 2 entries drawn at random from the list so far, as already listed:
SMILES,Sm TGR inh
COc1ccc(-c2nc3sc(CCNC(=O)c4ccco4)c(C)n3n2)cc1,7.7%
CC1CCN(C(c2ccccc2)c2sc3nc(-c4ccco4)nn3c2O)CC1 (stereo unspecified),8.1%

# Next section:
SMILES,Sm TGR inh
O=C(CN1c2ccccc2S(=O)(=O)c2ccccc21)Nc1ccccc1Cl,1.8%
CC(=O)N1CCCc2cc(S(=O)(=O)N3CCC(C(=O)N(C)C4CCCCC4)CC3)ccc21,3.3%
COc1cccc(NC(=O)Cn2nc3c4ccccc4n(Cc4cccc(F)c4)cc-3c2=O)c1,1.2%
COc1ccc2c(c1)c1c(c(=O)n(-c3cccc(C)c3)c(=O)n1CC(=O)NCC1CCCO1)n2C (stereo unspecified),7.7%
CCOCCn1ccc2c(OCC(=O)Nc3cc(C(F)(F)F)ccc3Cl)cccc2c1=O,4.7%
O=S(=O)(NCCc1ccc(Cl)cc1)c1ccc(N2CCCCS2(=O)=O)cc1,6.1%
O=C(CSc1nnc2[nH]c(=O)cc(-c3ccccc3)n12)Nc1ccc(F)cc1F,0.2%
Cn1c(=O)c2c(-c3ccccc3)n3c(c2n(C)c1=O)C(c1ccco1)Nc1ccccc1-3 (stereo unspecified),3.0%
CC1Cn2c(C(=O)NCCc3ccc(Cl)cc3)cc3cccc(c32)S1 (stereo unspecified),4.5%
Cc1ccc(C)c(NC(=O)Nc2cccc(-c3cn4cccnc4n3)c2)c1,-1.2%
CCSc1ncc(Cl)c(C(=O)Nc2ccc(S(=O)(=O)Nc3nccc(C)n3)cc2)n1,3.3%
CCOC(=O)c1ccc(NC(=O)CN2C(=O)c3cccnc3Oc3ccc(Cl)cc32)cc1,-6.1%
COc1ccc(NC(=O)c2ccco2)cc1NC(=O)c1ccc(C)c(C)c1,4.8%
CCOc1ccc(NC(=O)CSc2ccc(-c3sc(-c4ccccc4)nc3C)nn2)cc1,5.4%
CCOc1ccc(-n2c(/C=C/c3cccc(F)c3)nc3cc(OC)c(OC)cc3c2=O)cc1,5.2%
Cc1ccc(Sc2c(C)nn(C(=O)COc3ccccc3)c2C)cc1,2.7%
Cc1cc(C)c(Cn2c3ccccc3c3cnn(CC(=O)NCc4ccc(Cl)cc4)c(=O)c32)c(C)c1,1.2%
CCOC(=O)c1c(-c2ccc(Br)cc2)csc1NC(=O)c1ccccc1F,1.5%
CCOC(=O)c1ccc(NC(=O)C2CC(=O)N(c3ccc(C(C)C)cc3)C2)cc1 (stereo unspecified),44.8%[activator]
COc1ccc(CNC(=O)C(C)n2c(=O)cc(C)c3c(C)nn(-c4ccccc4)c32)cc1 (stereo unspecified),-5.2%
COc1ccc(-n2c(=O)c3ccccc3n(Cc3ccccc3Cl)c2=O)cc1,-8.6%
CC(C)c1ccc(NS(=O)(=O)c2ccc3nc(-c4ccccc4)[nH]c3c2)cc1,2.9%
COC(=O)c1c(-c2cccs2)csc1NC(=O)c1ccc(OC)c(OC)c1,6.3%
COc1ccc(CCNC(=O)CCCn2c(=O)c3ccccc3n(Cc3c(C)cc(C)cc3C)c2=O)cc1OC,1.9%
Cn1c2ccccc2c2cnn(CC(=O)N3CCN(c4cccc(C(F)(F)F)c4)CC3)c(=O)c21,1.1%
CCn1c(C)c(C)c2cc(C(=O)NCCc3cc(OC)ccc3OC)ccc21,5.8%
Cc1ccc2c(c1)-c1onc(C(=O)N3CCN(c4ccc(Cl)cc4)CC3)c1CO2,4.9%
O=C1CC(c2ccccc2)Cc2[nH]c(=O)c(C(=O)Nc3ccc(OC(F)(F)F)cc3)cc21 (stereo unspecified),-2.5%
Cc1ccc2c(c1)c(=O)c(S(=O)(=O)c1ccc(F)cc1)cn2CC(=O)Nc1ccc2c(c1)OCO2,-3.7%
COC(=O)c1n[nH]n(-c2ccccc2)c1=O,12.6%
CCc1ccc(CNC(=O)CSc2cc(=O)n(CC)c3ccccc23)cc1,6.4%
Cc1ccc(OCC(=O)N(Cc2sccc2C)C2CCS(=O)(=O)C2)cc1 (stereo unspecified),5.6%
COc1ccc(NC(=O)Cn2cc(C(=O)c3ccccc3)c(=O)c3cc(OC)ccc32)c(OC)c1,6.6%
CCN1CCN(c2oc(/C=C/c3ccc(OC)c(OC)c3)nc2C#N)CC1,-3.8%
CCC1(C)Cc2c(sc3nc(SC)n(-c4ccc(C)cc4)c(=O)c23)CO1 (stereo unspecified),-5.5%
O=C(Nc1cc(F)ccc1F)C1CCN(C(=O)c2cnn(-c3ccccc3)c2-n2cccc2)CC1,3.6%
O=C(CN1C(=O)CC(c2ccc(F)cc2)=Nc2ccccc21)NCc1ccccc1Cl,-10.2%
CCOC(=O)Cn1c(=O)cc(C(F)(F)C(F)(F)F)c2c(C)nn(CC)c21,7.7%
Cc1ccc(C(C)C)c(OC(C)C(=O)NCC2(N(C)C)CCCCC2)c1 (stereo unspecified),42.2%
Cc1c(C(=O)Nc2cccc(-c3nc4ccccc4s3)c2)oc2ccc(F)cc12,-2.5%
CC(C)c1ccc(NC(=O)C2CCCN(S(=O)(=O)c3cccc4cccnc34)C2)cc1 (stereo unspecified),-1.0%
Cc1cccc(-c2nc3scc(CCNS(=O)(=O)c4c(C)noc4C)n3n2)c1,13.2%
Cc1cccc(Cn2c(SCc3ccc(C(=O)NC4CCCC4)cc3)nc3cccnc32)c1,21.7%
Cc1cccc(OCc2nnc(SCC(=O)Nc3ccc(C)cc3C)o2)c1,?
O=C(COc1ccc(Cl)cc1Cl)Nc1cccc2cccnc12,-0.3%
Cc1ccc(C2CC(=O)N(Cc3ccccc3F)c3c2c(C)nn3-c2nc(C)cc(C)n2)cc1 (stereo unspecified),7.3%
CC1CCN(S(=O)(=O)N2CCC(C(=O)NCc3ccccc3Cl)CC2)CC1,7.9%
Cc1cccc(N2CCN(S(=O)(=O)c3c(C(=O)N4CCC(C)CC4)c(C)n(C)c3C)CC2)c1C,1.7%
CCOc1ccc(C(=O)Nc2cc(-c3nc4ccccc4o3)ccc2C)cc1Cl,4.1%
COc1ccc(CCNC(=O)CCCCn2c(=O)c3ccccc3n(CC(=O)Nc3ccccc3C)c2=O)cc1OC,11.5%
COc1ccc(-c2nc3scc(CCNS(=O)(=O)c4ccc(Oc5ccccc5)cc4)n3n2)cc1,1.0%
COc1cccc(C(=O)Nc2ccc(S(=O)(=O)N(Cc3ccccc3)c3ccccc3)cc2)c1,45.1%[activator]
Cc1cccc(C(=O)Nc2ccc3nc(SCCOc4ccccc4)sc3c2)c1,-4.8%
Cc1ccc(CN2CCc3nc(N4CCN(C)CC4)ncc3C2)s1,17.7%
Cc1ccccc1Nc1cc(C(=O)NC2CCCCC2)c2ccccc2n1,5.3%
COc1ccc(N(C(=O)c2cccc(C)c2)S(=O)(=O)c2ccc3c(c2)n(C)c(=O)n3C)cc1,4.1%
Cc1nc2nc(CNC(=O)OC(C)(C)C)nn2c(C)c1CCC(=O)NCc1ccccc1Cl,-5.3%
COC(=O)c1ccccc1NC(=O)CCCS(=O)(=O)c1nc(-c2ccccc2OC)cc(C(F)(F)F)n1,-17.1%
COc1ccc(N(CC(=O)Nc2cccc(Cl)c2)S(=O)(=O)c2c(C)[nH]c(=O)[nH]c2=O)cc1,-1.4%
CC(C)(C)OC(=O)N1CCC(c2c(C(=O)NCCc3ccccc3)cnn2-c2ccc(F)cc2)CC1,-1.3%
# Next part
SMILES,Sm TGR inh
Cc1ccccc1CCNC(=O)c1ccc2c(c1)c(C)c(C)n2Cc1ccccc1,-0.5%
O=C(Nc1ccc2c(c1)CCCN2C(=O)c1cccs1)c1cccc(C(F)(F)F)c1,1.1%
O=C(CSc1nc(-c2ccccc2)c2ccccc2n1)Nc1ccc(F)cc1,3.6%
O=C(Nc1ccc2oc(-c3ccc4ccccc4c3)nc2c1)c1cc(Cl)ccc1Cl,2.8%
Cn1cc(S(=O)(=O)c2cccc(Cl)c2)c(=O)c2cc(F)c(N3CCCCCC3)cc21,-0.3%
COc1ccc(CCNC(=O)Cc2ccc(NC(=O)N3CCSc4ncccc43)cc2)cc1OC,6.8%
COc1cccc(CNCc2c(C(=O)O)c(C)n(Cc3ccc(F)cc3Cl)c2C)c1OC,-15.0%
Cc1ccc(Cl)cc1N1CCN(c2ncnc3onc(C)c23)CC1,5.6%
COc1ccc(CCNC(=O)c2cc3c(=O)n(C)c4cc(Cl)ccc4c3s2)cc1OC,11.8%
CCOc1ccccc1NC(=O)N1CCN(Cc2nc3ccc(C)cc3o2)CC1,-1.2%
Cc1cccc(-n2nnc(-c3nc(-c4ccccc4)no3)c2N)c1C,15.7%

# Only part of the results is shown; the hit share may differ from the screen's.
